Screens from PubChem.
DYRK1A inh – Dyrk1A (rat) kinase inhibition. Q63470. ADP-Glo luminescence, NFATc1 peptide. inhibition, % at 12.5 µM. hit rate 0.43% among 310,000; in the data active = inhibition above about 50%;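 note: plate controls were vehicle with enzyme for no effect and no enzyme for full effect; many of its hits are not listed in these tables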
An asterisk follows results filed as active.

smiles | DYRK1A inh
CC1COCC(C)N1C1=C(Cl)C(=O)c2ccccc2C1=O (stereo not given) | 22.6
Cc1ccc(SCC(=O)N2CCN(c3ccc(F)cc3)CC2)cc1 | -2.6
COc1cc(C(C)=O)ccc1OCc1cn(CC(=O)c2ccc(O)cc2)nn1 | 8.6
N#Cc1ccccc1S(=O)(=O)N1CCN(C(=O)c2cccc(S(=O)(=O)N3CCCC3)c2)CC1 | 1.1
COc1ccccc1C(=O)c1ccccc1C(=O)c1ccccc1 | 1.1
C#CCOCCOCCOCCNc1nc(N2CCN(C(=O)Cn3cc(CCO)nn3)CC2)nc(N2CCN(C(=O)[C@H](C)n3cc(CCCN=C(N)N)nn3)CC2)n1 | 8.0
O=[N+]([O-])c1ccc(N=NNc2ccc([N+](=O)[O-])cc2)cc1 | 3.7
Cn1c(SCC(=O)N2CC(=O)Nc3ccccc32)nnc1C(F)(F)F | 1.4
CSc1ncccc1C(=O)OCC(=O)Nc1cccc(S(=O)(=O)N2CCOCC2)c1 | 12.0
Cc1cc(CSc2ccc(Cl)cc2)ccc1N | -3.2
CCN(CC(=O)Nc1c(F)cccc1F)C(=O)c1ccc(=O)n(C)n1 | -3.2
c1ccc(Nc2cccc3ccccc23)cc1 | 0.7
COc1cc2c3nc4n(c(=O)c3n(CC(=O)N3CCCC3)c2cc1OC)CCS4 | 1.0
O=C(Oc1cccc2c(O)cccc12)c1ccccc1Cl | 15.3
N=C1C=CC(=C(c2ccc(N)cc2)c2ccc(N)cc2)C=C1 | 1.4
CCN(C[C@H]1N[C@@](CC)(C(=O)OC)[C@H]2C(=O)N(C)C(=O)[C@@H]12)C(=O)C1CCCCC1 | 0.7
COc1ccc2[nH]c3c(c2c1)CCN1C(=O)C(CC(=O)NCc2cccc(C(F)(F)F)c2)C[C@H](C(=O)N2CCCCC2)[C@@]31C (stereo not given in full) | -2.8
COc1cccc(CN(C)CC(=O)Nc2cccc(S(=O)(=O)N(C)c3ccccc3)c2)c1OC | -6.5
Cc1cccc2c1CCCC2=O | -0.4
O=C(Cc1ccc(NC(=O)C2CCCN(C(=O)C3CCCC3)C2)cc1)Nc1cccc(C(=O)N2CCCCC2)c1 (stereo not given) | -1.0
O=c1[nH]c2cc(Cl)c(Cl)cc2o1 | 18.0
CC1CN(C=O)CC(C)N1CCN1C(C)CN(C=O)CC1C (stereo not given) | -3.0
Cc1onc(-c2ccccc2)c1-c1nnc(COC(=O)c2ccc(O)cc2)o1 | -2.6
Cc1c(Cl)cnc(NC(=O)COC(=O)/C=C/c2ccco2)c1Cl | 3.3
CCCn1c(N)c(C(=O)COC(=O)COc2ccc(Cl)c(C)c2)c(=O)n(C)c1=O | -8.4
CC(C)CN(C(=O)COC(=O)/C=C/c1ccc(Cl)c(Cl)c1)c1c(N)n(Cc2ccccc2)c(=O)[nH]c1=O | -0.6
COc1ccc(OC)c(NC(=O)C(C)OC(=O)c2cc3ccccc3[nH]2)c1 (stereo not given) | -1.9
COc1cccc(NC(=O)CN(C)C(=O)C(Sc2ccccc2)c2ccccc2)c1 (stereo not given) | 4.5
Cc1ccc2c(c1)N(CC(=O)Nc1nccs1)C(=O)CO2 | -2.3
COc1ccc(CNCCS(=O)(=O)NC2CCCC2)cc1 | -3.0
CN(C)C(CNC(=O)c1cccc(S(=O)(=O)N2CCN(c3ccccc3)CC2)c1)c1ccccc1 (stereo not given) | 6.6
O=C(NN=Cc1ccccc1O)C(O)(c1ccccc1)c1ccccc1 | -3.3
C1=NN(c2ccccc2)C=NN1c1ccccc1 | 3.9
CCN(CC)c1ccc(NC(=O)c2ccccn2)cc1S(=O)(=O)Nc1ccccc1OC | -1.5
COc1ccc(OC)c(NC(=O)/C=C/c2ccc(S(=O)(=O)N3CCOCC3)cc2)c1 | 7.3
CC[C@]12c3[nH]c4ccc(OC)cc4c3CCN1C(=O)C(CC(=O)NCCCN(C)C)C[C@@H]2C(=O)N1CCN(C(=O)C2CC2)CC1 (stereo not given in full) | -1.1
COc1cc2c(cc1OC)C(=Cc1ccc(N(C)C)cc1)C=C2 | -4.0
Cc1c(C=NNc2ccccc2)[nH]c(=O)[nH]c1=O | 8.2
CN1CCN(C(=O)c2ccc(NS(=O)(=O)c3cccc([N+](=O)[O-])c3)cc2)CC1 | -3.3
CC(OC(=O)c1ccc(C#N)cc1)C(=O)Nc1ccc(Cl)cn1 (stereo not given) | 10.3
COCC(Cc1ccccc1)NC(=O)Cn1cc(C)c(=O)[nH]c1=O (stereo not given) | 9.5
O=C(CC(O)CCc1ccccc1)c1ccc(O)cc1 (stereo not given) | 22.5
O=C(NC1CC1)c1cc(Cl)nc2ccccc12 | 1.2
CC(=O)Nc1cccc(C(=O)NNC(=O)c2ccccc2-n2cccc2)c1 | -4.6
CCOc1cc(C#N)ccc1OCC(=O)NNC(=O)CC1CCS(=O)(=O)C1 (stereo not given) | 3.1
Cc1ccccc1N=C1Nc2ccccc2N[C@]12C[C@H]1CCC(=O)N3CC[C@@H](C2)[C@@H]13 | 3.7
OCC(O)C1OCOC(C(O)CO)C1O (stereo not given) | -1.8
OCC1(CO)CCCC(CO)(CO)C1O | -3.0
CCSC1OC(C(COC(C)=O)OC(C)=O)C(OC(C)=O)C1NC(C)=S (stereo not given) | 0.8
COc1ccc2[nH]c3c(c2c1)CCN1C(=O)C(CC(=O)NCCCN(C)C)C[C@H](C(=O)N2CCCCC2)[C@@]31CCc1ccccc1 (stereo not given in full) | 0.0
CCc1nnc(NC(=O)[C@@H](NS(=O)(=O)c2ccc3c(c2)OCCO3)C(C)C)s1 | -1.6
CC(=O)c1cccc(OC(=O)c2ccccc2)c1 | -1.7
COc1ccccc1C=NNc1nc(C)cc(=O)[nH]1 | 0.1
CC(=O)OC1CCC2C3CCC4=C(CC(F)C(=O)C4)C3CCC12C (stereo not given) | -2.0
O=C(O)c1ccccc1C(c1ccccc1)c1ccccc1O (stereo not given) | -5.8
Cc1ccccc1OCC(=O)OCC(=O)NC1CCCCCC1 | 5.1
Cc1ccc2c(C)c(C)c(=O)n(C)c2c1 | 4.5
CN1CCN(C(=O)OCCOCCOC(=O)N2CCN(C)CC2)CC1 | 3.0
Cc1cnc(C(=O)NCC(=O)Nc2ccccc2Br)cn1 | -0.4
CC1CCN(C(=O)CN2C(=O)NC3(CCCc4ccccc43)C2=O)CC1 (stereo not given) | 10.6

6 consecutive compounds already listed, quoted:
smiles | DYRK1A inh
CC1COCC(C)N1C1=C(Cl)C(=O)c2ccccc2C1=O (stereo not given) | 22.6
Cc1ccc(SCC(=O)N2CCN(c3ccc(F)cc3)CC2)cc1 | -2.6
COc1cc(C(C)=O)ccc1OCc1cn(CC(=O)c2ccc(O)cc2)nn1 | 8.6
N#Cc1ccccc1S(=O)(=O)N1CCN(C(=O)c2cccc(S(=O)(=O)N3CCCC3)c2)CC1 | 1.1
COc1ccccc1C(=O)c1ccccc1C(=O)c1ccccc1 | 1.1
C#CCOCCOCCOCCNc1nc(N2CCN(C(=O)Cn3cc(CCO)nn3)CC2)nc(N2CCN(C(=O)[C@H](C)n3cc(CCCN=C(N)N)nn3)CC2)n1 | 8.0

New compounds follow
smiles | DYRK1A inh
COC(=O)c1c(-c2ccccc2OC)sc2cc3c(cc12)OCO3 | 5.0
CCOC(=O)c1c(CC(C)C)csc1NC(=O)COC(=O)c1ccc(O)cc1 | -3.9
CCOC(=O)c1[nH]c(=S)[nH]c1C | -6.3
O=C(COc1ccccc1)N[C@@H]1c2ccccc2CC[C@H]1OCc1ccccc1 | -3.2
O=S(=O)(O)c1cc(O)c2ccc(Nc3ccccc3)cc2c1 | -2.8
O=C1NC(c2cccc3ccccc23)Nc2ccccc21 (stereo not given) | 9.6
Nc1nc(Cl)c(N)c(NCC2(CO)CC(CCc3ccccc3)C2)n1 (stereo not given) | -1.6
O=C(O)CCCC1(C(=O)O)CCCC1 | -6.8
CCOC(=O)C1C(C(C)=O)=C(c2ccccc2)c2ccccc2N1S(=O)(=O)C(F)(F)F (stereo not given) | 5.6
O=C(Nc1cccc(C(=O)NC2CC2)c1)c1ccccc1 | -12.6
CC(=O)Nc1ccc(S(=O)(=O)NCCC(=O)OCC(=O)c2cc(C)ccc2C)cc1 | -7.2
COc1ccc(C)cc1N1CC(C(=O)OCc2nc(N)nc(Nc3ccccc3C)n2)CC1=O (stereo not given) | -3.9
CC(=O)Oc1ccc2c(c1)CCC1C2CCC2(C)C(OC(C)=O)CCC12 (stereo not given) | 10.0
CCOC(=O)CNC(=O)C1(NC(=O)CNC(=O)OCc2ccccc2)CCCC1 | -0.3
N#CC1(NC(=O)COC(=O)C2CCN(S(=O)(=O)c3ccc4c(c3)OCCO4)CC2)CCCCC1 | 9.4
COc1ccc(OC(=O)N2C/C(=C/c3ccccc3)C(=O)/C(=C\c3ccccc3)C2)cc1 | 0.0
COc1cccc(C2c3cc4c(cc3OC(C)(N3CCCC3)C2C)OCO4)c1O (stereo not given) | -0.1
Cc1cc(C)c(S(=O)(=O)N2CCN(C(=O)c3c(C)nn(-c4ccccc4)c3Cl)CC2)c(C)c1 | -1.7
C=C(C)C(=O)N1CCN(C(=O)C(=C)C)c2ccccc21 | -4.4
COc1ccc(N(Cc2ccccc2)S(=O)(=O)c2cccc(C(=O)NCC3CCCO3)c2)cc1 (stereo not given) | 4.5
CCOC(=O)OCC(=O)C1(O)CCC2C3CCC4=CC(=O)CCC4(C)C3C(O)CC21C (stereo not given) | 2.6
Cc1cn(CC(=O)NCCNc2ccc([N+](=O)[O-])cn2)c(=O)[nH]c1=O | 9.7
CC1CCC2(CC1)NC(=O)N(CC(=O)NCCc1ccc(F)cc1)C2=O (stereo not given) | 3.3
Cc1nc(-c2ccc(F)cc2)c(CC(=O)N(C)CC(=O)Nc2c(C)cccc2C)s1 | 10.5
COc1ccc(CCNC(=O)c2ccc3c(=O)n4c(nc3c2)CCC4)cc1OC | -3.9
Cc1ccc(C(=O)OCC(=O)c2c[nH]c3ccccc23)cc1S(=O)(=O)N1CCOCC1 | -4.3
COc1cc(Cl)c(C)cc1NC(=O)CCN1C(=O)NC(C)(C)C1=O | 4.7
COc1ccc2[nH]c3c(c2c1)CCN1C(=O)C(CC(=O)NCc2ccco2)C[C@H](C(=O)N2CCCCC2)[C@@]31CCc1ccccc1 (stereo not given in full) | 1.0
CN(C(=O)c1ccc(NC(=O)Cc2ccc(NC(=O)C3CCCN(C(=O)C4CCC4)C3)cc2)cc1)C1CCCC1 (stereo not given) | 0.0
CCc1ccc(C(=O)NNC(=O)c2cccc(S(=O)(=O)N3CCN(C)CC3)c2)cc1 | 10.1
CCN1CCN(S(=O)(=O)c2ccc(Cl)c(C(=O)N(C)CC(=O)Nc3c(C)cccc3C)c2)CC1 | 0.3
CN(CCc1ccccc1)C(=O)c1ccc(NC(=O)Cc2ccc(NC(=O)C3CCCN(C(=O)C4CCCCC4)C3)cc2)cc1 (stereo not given) | -0.1
CCOc1cc(N2CCOCC2)c(OCC)cc1NC(=O)COC(=O)c1ccc([N+](=O)[O-])o1 | -2.9
COc1ccccc1CC(=O)NN1C(=O)NC2(CCC(C)CC2)C1=O (stereo not given) | -2.7
Cc1ccc(C)c(COC(=O)c2cccc(S(=O)(=O)N3CCCC3)c2)c1 | 2.0
O=C(NCCCN1CCCC1=O)c1cc(S(=O)(=O)N2CCOCC2)c(Cl)cc1Cl | 2.6
O=C(CN1CCN(S(=O)(=O)c2cc(Br)ccc2Br)CC1)NCc1ccccc1Cl | 2.5
CCN(CC(=O)Nc1ccc(NC(C)=O)cc1)C(=O)CN1C(=O)NC(C)(c2ccc3ccccc3c2)C1=O (stereo not given) | -2.1
CC(Sc1nnc(-c2cccnc2)n1N)C(=O)NCCC1=CCCCC1 (stereo not given) | 14.4
CCN(C(=O)COC(=O)c1ccc2c(c1)OCO2)c1c(N)n(Cc2ccccc2)c(=O)[nH]c1=O | 0.7
O=C(C=Cc1cccs1)c1ccccc1 | 2.1
CN(C)CCCn1c2c3ccccc3ccc2c2oc(=O)c3ccccc3c21 | 1.2
Nc1nnc(SCC(=O)Nc2cccc(Cl)c2)s1 | -2.3
CCCCOc1ccc(C(=O)NCC(=O)N2CC(C)OC(C)C2)cc1 (stereo not given) | -3.7
NS(=O)(=O)c1cccc(NC(=O)COC(=O)Cc2ccc(S(=O)(=O)N3CCOCC3)s2)c1 | -4.7
O=C(C=Cc1ccco1)N1CCOCC1 | -0.8
CC(C)N(C(=O)[C@H]1C[C@H](CC(=O)NCC23CC4CC(CC(C4)C2)C3)C(=O)N2CCc3c([nH]c4cc(CCC(=O)N(C)C)ccc34)[C@]12C)C(C)C | -2.2
O=C(CN1CCc2ccccc2C1)Nc1ccccc1C(=O)NC1CC1 | 0.5
Cc1ccc(C)c(N2N=C(C(=O)OCc3nnc(-c4cccs4)o3)CCC2=O)c1 | 0.4
FC(F)(F)c1ccc(-c2cccc3c2C2CC3CCN2)cc1 (stereo not given) | -1.7
CCOc1ccc(S(=O)(=O)Nc2ccn(C)n2)cc1 | -6.7
CN1C[C@@H]2[C@@H]3C(=O)N(C)C(=O)[C@@H]3[C@](Cc3ccccc3)(C1=O)N2C(=O)c1ccc(F)cc1 | 6.4
CCCCn1c(N)c(N(CC(C)C)C(=O)c2cc(-c3ccc(OC)cc3)nc3ccccc23)c(=O)[nH]c1=O | 1.8
CCN1C[C@@H]2[C@@H]3C(=O)N(Cc4ccccc4)C(=O)[C@@H]3[C@](CC)(C(=O)OC)N2C1=NC | 4.4
O=C(C[C@H]1C/C=C\CC[C@H](Cc2ccc(F)cc2)C(=O)OC[C@H]2CCCN2C1=O)N[C@H](CO)Cc1ccccc1 | -3.8
CC(Sc1ncnc2sccc12)C(=O)Nc1ccc(S(=O)(=O)N2CCOCC2)cc1 (stereo not given) | 4.8
C=C1c2ccccc2O[C@H](C(=O)OCC)[C@H]1OC | -2.9
COc1ccc2c(c1)CN(C)S(=O)(=O)c1ccccc1-2 | 3.4
CC[C@@H]1C(c2ccc(F)cc2)=NN(c2ccccc2)[C@H]1C(=O)N1CCOC1=O | -2.7

Not all compounds are listed; count on the stated rates, not on these rows.
